Assay outcomes deposited in PubChem by several laboratories.
GALR2 blocker: blocks the human galanin receptor 2; O43603; inhibition, % at 4 µM; GALR2-expressing cells, antagonist mode; AID 828; 0.39% of 140,000 active; in the data active = inhibition above about 27%;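 note: cells stimulated with galanin 1-16 at roughly its EC80; 0% = agonist challenge control and 100% = basal control without agonist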
Target sequence (O43603 whole entry, looked up): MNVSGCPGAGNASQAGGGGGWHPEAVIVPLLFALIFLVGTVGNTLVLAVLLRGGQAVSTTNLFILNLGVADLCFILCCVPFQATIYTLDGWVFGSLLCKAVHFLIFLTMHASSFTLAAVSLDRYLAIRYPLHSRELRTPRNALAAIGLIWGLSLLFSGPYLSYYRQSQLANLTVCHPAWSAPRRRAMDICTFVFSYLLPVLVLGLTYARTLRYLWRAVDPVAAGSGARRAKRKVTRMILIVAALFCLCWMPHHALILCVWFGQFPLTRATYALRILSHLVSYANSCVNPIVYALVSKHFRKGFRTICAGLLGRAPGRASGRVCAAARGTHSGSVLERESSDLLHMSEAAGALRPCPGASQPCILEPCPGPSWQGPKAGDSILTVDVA
HCT116 PTEN-null: PTEN-deleted cell growth suppression; HCT116 PTEN-null viability, CellTiter-Glo, 60 h; stronger effect = lower value; viability, % at 10 µM; 1.2% of 140,000 active; AID 827;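 active = viability at or below a set limit, 4 SD under the median of all tested compounds, cut at about 3.7% in these data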;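 note: PTEN knockout HCT116 line with beta catenin targeted HCT116 as companion control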
MRP1 act: MRP-1 activation; viability increase, % at 10 µM; H69AR cells + doxorubicin, viability rescue, CellTiter-Glo; 0.61% of 140,000 active;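 active = viability gain under doxorubicin at or above a set limit, the compound median plus 3 SD, cut at about 4.7% in these data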;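 note: MRP-1 overexpressing cells given doxorubicin 25 µM after compound pretreatment; 18-22 h compound pretreatment then 72 h with doxorubicin before readout; 0% = doxorubicin-only wells and 100% = vehicle-treated cells without doxorubicin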
NPY Y2 blocker: NPY-Y2 (human) receptor antagonism; P49146; NPY-Y2 expressing cells, antagonist mode; inhibition, % at 2.7 µM; 0.99% of 140,000 active; AID 793; in the data active = inhibition above about 17%;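 note: 0% = vehicle with agonist challenge and 100% = reference antagonist with challenge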
Target sequence (P49146 whole entry, looked up): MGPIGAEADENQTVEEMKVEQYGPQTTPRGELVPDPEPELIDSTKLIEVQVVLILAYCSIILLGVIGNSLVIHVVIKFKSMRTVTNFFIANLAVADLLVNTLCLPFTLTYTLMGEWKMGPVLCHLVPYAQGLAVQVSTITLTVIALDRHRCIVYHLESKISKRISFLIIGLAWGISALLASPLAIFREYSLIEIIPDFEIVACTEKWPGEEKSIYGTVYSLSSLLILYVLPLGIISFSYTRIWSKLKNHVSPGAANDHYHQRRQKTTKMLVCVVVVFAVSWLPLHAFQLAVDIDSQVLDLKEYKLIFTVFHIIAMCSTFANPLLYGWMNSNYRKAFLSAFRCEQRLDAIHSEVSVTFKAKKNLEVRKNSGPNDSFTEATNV
E-sel TNF inh: TNF alpha driven E-selectin expression inhibition; inhibition, % at 2 µM; HUVEC TNFa-induced E-selectin immunofluorescence, high content; 0.71% of 120,000 active;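 active = inhibition above the batch mean plus 3 SD, and confirmed as a hit on visual image review, cut at about 43% in these data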;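 note: 0% = TNF-stimulated DMSO wells and 100% = unstimulated control wells; not every result past the cut was called active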
Yeast life ext: yeast lifespan extension; 0.68% of 130,000 active; inhibition of the nicotinamide effect, % at 10 µM; S. cerevisiae growth with nicotinamide, OD615; deaD strain in restrictive glucose medium;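 active = inhibition above a set limit, placed 3 SD over the median of all compounds, cut at about 26% in these data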;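 note: 0% = nicotinamide-treated wells and 100% = cells grown without nicotinamide; some compounds called inactive have numbers as strong as hits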
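assay system = DeaD-strain S. cerevisiae | buffer or medium = restrictive glucose medium | reagent = 1.5 mM nicotinamide | compound = 10 µM single point, 0.25% DMSO | incubation = 48 h compound exposure at 30 °C, humidified | signal = OD615 measurement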
Measles CPE: protection of cells from measles virus; Measles virus-infected cells, CPE protection, absorbance; protection (pct of control), % at 4 µM; 1.5% of 140,000 active; in the data active = protection mostly above about 24%, no sharp cut-off; inactive = mostly below about 26%; note: some compounds called inactive have numbers as strong as hits
Yeast growth inh: chemicals that inhibit yeast BB579 growth in restrictive medium (lifespan-shortening candidates); S. cerevisiae BB579 growth, OD615, 48 h; inhibition, % at 10 µM; 0.51% of 140,000 active; AID 804;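 active = inhibition above a set limit, 3 SD over the mean compound inhibition, cut at about 44% in these data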; note: inactives centre near -24
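Detection: OD615 turbidity measurement; Material: Saccharomyces cerevisiae DeaD strain BB579, replicative lifespan model yeast; Timing: 48 h exposure, 30 °C; Doses: single 10 µM dose; Medium: CSMM-D restrictive synthetic medium containing dextrose (glucose); Controls: amphotericin B at 10 µg/mL as positive control.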
bCat KO growth: beta-catenin-lacking colon tumor cell growth suppression; HCT116 beta-catenin knockout viability, CellTiter-Glo, 60 h; stronger effect = lower value; viability, % at 10 µM; 1.5% of 140,000 active; AID 818;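 active = viability at or under a set limit, the compound median less 4 SD, cut at about 6% in these data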;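 note: 0% = Hyamine 1622 control at 20 µM and 100% = untreated cell control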
Phagocyt inh: macrophage phagocytosis inhibition; inhibition, % at 5 µM; AID 1029; J774A.1 macrophage IgG-bead phagocytosis, imaging; 0.07% of 110,000 active;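 active = inhibition above the mean of the plate negative controls plus 5 SD, cut at about 13% in these data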;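 note: phagocytic index as fraction of beads internalized from green versus red external bead signal; plate controls were DMSO negative control for no effect and cytochalasin-D positive control for full effect; some results beyond the cut were filed as inactive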
Active calls of the source: *; x = not tested or not shown.

SMILES	GALR2 blocker	HCT116 PTEN-null	MRP1 act	NPY Y2 blocker	E-sel TNF inh	Yeast life ext	Measles CPE	Yeast growth inh	bCat KO growth	Phagocyt inh
O=C(NC1CCCCCC1)c1cccnc1Sc1ccc(Cl)cc1	-21.4	88.8	2.1	2.2	x	3.4	15.9	-27.1	84.9	-11.2
CCCc1ccc(-c2csc(NC(=O)Cc3cccs3)n2)cc1	12.3	84.8	-0.7	-2.0	23.3	0.2	25.0	-33.2	78.1	-0.5
Cc1ccc2cc(C)c3nnc(SCC(=O)NCc4ccco4)n3c2c1	1.3	90.6	-2.6	1.5	7.7	-28.0	5.8	-39.6	97.2	-0.4
COc1ccc(C)cc1NC(=S)NNC(=O)c1ccccc1Cl	0.8	86.1	-0.7	-0.4	x	7.9	17.6	-20.9	97.8	-0.7
Cc1ccc(-n2c3c(c(=O)[nH]c2=O)C(NS(=O)(=O)c2ccc(Cl)cc2)(C(F)(F)F)C(=O)N3)cc1 (configuration not stated)	-9.0	85.8	0.6	1.8	x	-3.8	20.4	3.8	86.3	-14.4
Cc1c(Cl)cccc1Nc1nc(N)nc(CN2CCc3ccccc3C2)n1	-8.8	52.5	-2.6	6.1	0.2	-10.0	21.3	-35.0	64.0	-0.1
COc1ccc(C(=O)Nc2c(F)c(F)c(F)c(F)c2F)c(OC)c1	-3.6	92.6	-2.0	7.8	20.4	-5.8	12.6	-16.4	91.7	-2.9
CC1=NC(=O)C(N=Nc2cccc(O)c2)N1c1ccccc1 (configuration not stated)	6.4	73.6	-2.3	-3.0	22.9	-15.4	6.6	-11.9	80.7	-1.0
COC(=O)c1cccc(NC(=O)CCCOc2ccccc2)c1	6.1	95.5	-1.0	1.7	3.6	-21.6	0.1	6.2	90.7	x
CSC1=NCCN1C(=O)COc1ccc2ccccc2c1	-20.5	94.0	0.8	4.0	-9.9	-7.9	1.8	-9.7	86.0	-0.3

Continued (two carried over from the part before).
SMILES	GALR2 blocker	HCT116 PTEN-null	MRP1 act	NPY Y2 blocker	E-sel TNF inh	Yeast life ext	Measles CPE	Yeast growth inh	bCat KO growth	Phagocyt inh
COC(=O)c1cccc(NC(=O)CCCOc2ccccc2)c1	6.1	95.5	-1.0	1.7	3.6	-21.6	0.1	6.2	90.7	x
CSC1=NCCN1C(=O)COc1ccc2ccccc2c1	-20.5	94.0	0.8	4.0	-9.9	-7.9	1.8	-9.7	86.0	-0.3
COCCNC(=O)CS(=O)(=O)Cc1nc(-c2ccc(C)cc2)oc1C	3.5	91.7	-2.2	-0.8	x	-1.2	8.5	-24.5	95.1	-0.5
O=C(/C=C\c1ccccc1OC(=O)c1ccccc1F)c1cc2ccccc2o1	24.8	2.0*	-5.8	5.2	x	-4.3	11.6	-35.6	3.3*	1.5
COc1ccccc1C/C(N)=N/OC(=O)COc1ccc2ccccc2c1	-5.1	93.6	-0.4	7.6	10.9	-27.6	9.7	-45.7	101.7	2.4
O=C1Nc2ccc(S(=O)(=O)N3CCCC3)c3ccc(S(=O)(=O)N4CCCC4)c1c23	-5.1	85.9	-3.4	-1.5	x	-12.9	2.4	-27.0	93.5	x
CCOP(=O)(OCC)c1nc(-c2cccc3ccccc23)oc1N1CCOCC1	-9.6	81.8	-2.8	0.6	x	-3.3	6.0	-19.8	72.2	-14.8
Cc1cc(C)c(NC(=O)Cn2nc(-c3ccccc3)nc2-c2ccccc2)c(C)c1	-1.6	33.0	-4.8	1.2	x	5.3	3.9	-42.4	67.5	-9.1
COc1ccc(OC)c(S(=O)(=O)Nc2ccccc2C(=O)O)c1	-9.0	94.6	1.5	6.2	-18.5	-2.7	30.7	-5.8	88.4	0.8
Cc1ccc(N(Cc2ccco2)C(=O)c2ccc(N3CCCCC3)c([N+](=O)[O-])c2)cc1	1.1	46.8	-2.9	9.7	-1.9	8.3	3.9	-44.7	46.7	-0.1
CC(C)(C)C(=O)NC1CCN(S(C)(=O)=O)CC1	-2.2	90.5	0.8	4.4	9.2	x	5.7	4.4	87.9	x
Cc1nnc(NC(=O)CSc2cn(CCNC(=O)c3ccccc3)c3ccccc23)s1	13.8	84.1	-1.9	1.4	x	-9.1	15.8	-20.4	89.8	-0.3
O=C(CS(=O)(=O)c1c[nH]c2ccccc12)NC1CCCCC1	3.8	106.5	-1.4	1.1	x	-3.7	26.6	-7.0	107.1	-0.3
CC(=O)NC1=NN(C(C)=O)C(C)(c2cccs2)S1 (configuration not stated)	5.7	21.5	-5.2	1.9	-28.0	x	7.3	-13.9	17.5	x
CCc1ccc(N=CC23c4ccccc4C(c4ccccc42)C2C(=O)N(c4ccc(OC)cc4)C(=O)C23)cc1 (configuration not stated)	1.9	63.1	-4.7	-2.4	-8.6	28.6*	3.7	-21.9	77.1	x
Cc1nnc(SCC(=O)N(C(C)C)C(C)C)nc1C	12.4	92.6	-2.3	0.5	-1.1	-7.7	5.5	-29.4	91.4	-0.7
CCC1c2ccc(C)n2CCN1C(=O)Nc1cc(Cl)ccc1OC (configuration not stated)	-1.0	84.2	-3.6	0.1	-4.1	-9.3	2.1	-26.5	85.8	x
CCCn1nnnc1SCC(=O)NCc1ccc2c(c1)OCO2	-3.0	102.8	-2.9	2.7	0.5	-23.7	5.2	-29.0	87.7	-0.3
COc1ccc(C2c3c(ccc4ccccc34)Oc3ncn4nc(Cc5ccc(OC)c(OC)c5)nc4c32)cc1 (configuration not stated)	-3.0	78.1	-1.9	4.4	-18.7	4.5	16.4	-43.9	73.6	-5.4
CC(=O)C1CCN(Cc2ccccc2)CC1	-9.9	104.7	-2.0	3.6	-13.2	-7.4	7.3	6.0	93.2	-0.7
CC(C)C(OC(=O)c1cc2c(s1)CCCCC2)C(=O)NC(N)=O (configuration not stated)	3.4	108.5	3.5	4.4	-7.4	-7.9	3.7	-2.9	100.9	-9.0
COc1ccc(NC(=O)c2ccccc2NC(=O)CSc2ccc(C)cc2)cc1	-10.9	19.2	-2.0	-1.0	0.8	-8.9	4.8	-23.2	12.4	x
Cc1ccc(C(=O)Cn2cnc3ccccc3c2=O)cc1	-13.2	95.6	-1.2	5.6	-2.8	x	44.1	-21.3	93.8	x
COc1ccccc1Cc1nc(-c2ccc(C)cc2)no1	-2.0	65.6	-0.2	-0.3	1.1	-14.7	12.4	-29.4	54.2	3.5
Cc1cccc(C(=O)NNC2=C(C(=O)C(F)(F)F)CCC2)c1O	-3.0	43.6	-5.0	3.1	-1.6	-6.2	3.3	-14.6	28.3	-1.0
CCCCCC(=O)N/N=C/c1cccs1	0.0	97.1	0.6	-0.3	23.7	-6.5	6.9	1.8	94.3	x
CCOC(=O)c1ccc(CSc2nnc(-c3ccncc3)n2N)cc1	-3.8	88.0	-2.0	0.7	-16.3	-19.9	31.1	5.0	108.9	-1.0
Cn1c(=O)n(CCc2ccccc2)c(=O)c2c1nc1n2CCCN1CCc1ccccc1	-10.1	15.7	-2.2	-0.7	-26.2	-22.3	9.0	-39.5	16.0	0.9
N=C1C(c2ccc(Br)cc2)=C(O)C2CCc3ccccc3N12 (configuration not stated)	19.9	81.9	-0.8	1.0	-45.0	-7.3	2.0	-13.4	78.9	-1.1
O=C(N/N=C/c1ccncc1)c1cccc(NC(=O)c2ccc(Cl)cc2)c1	15.4	84.2	-0.8	1.7	x	-1.2	9.7	-57.6	93.0	-16.8
O=C(N/N=C/c1ccc(Sc2nc3ccccc3s2)c([N+](=O)[O-])c1)c1ccccn1	4.0	77.8	-2.5	1.5	18.0	-25.6	4.5	-22.5	67.5	x
O=C(CCS(=O)(=O)c1ccccc1)Nc1ccc(-c2nc3ccccc3s2)cc1	-5.2	80.8	0.9	0.0	x	-1.0	2.6	-27.7	89.9	x
CCOc1ccc(/C=N/NC(=O)c2c(-c3ccccc3)noc2C)cc1	0.5	97.6	0.1	1.8	x	8.0	11.0	-29.8	92.5	5.1
Cc1c(OCc2ccc([N+](=O)[O-])cc2)ccc2c3c(c(=O)oc12)CCC3	-2.6	70.8	-2.5	0.7	48.4	2.5	7.4	-57.1	79.1	-11.3
Cc1cc(NC(=O)c2ccc(F)cc2)n(CCOC(=O)c2ccc(F)cc2)n1	-11.3	80.1	-3.6	2.1	18.7	4.9	8.0	-33.6	82.4	3.2
CCCCCNCc1ccc(Br)cc1	-1.8	80.8	-1.5	8.7	-40.6	8.1	3.0	-18.5	87.1	x
FC(F)(F)c1ccc(Cl)c(N/N=C/c2ccc(N3CCOCC3)s2)c1	4.9	78.5	-3.1	-2.1	x	-2.0	4.0	-24.7	87.0	x
C=C(C)Cn1c(C(C)NC(=O)CCC)nc2ccccc21 (configuration not stated)	7.9	101.7	0.0	-0.2	-37.4	-0.6	20.6	-71.9	97.0	-0.7
CCOC(=O)c1ccc(N2C(=O)CC(Nc3ccc(CCO)cc3)C2=O)cc1 (configuration not stated)	-4.0	109.8	-0.7	-2.9	-14.1	-22.6	5.6	-15.1	104.8	-1.1
CC(C)NC(=O)CSc1nnc(C2CC2)n1-c1ccccc1	4.6	100.9	-1.1	-0.5	3.4	-2.8	6.8	2.4	95.1	-0.3
Cc1cc(C(=O)COC(=O)c2csc3c2CCCC3)c(C)n1C	-2.3	80.2	-2.1	0.3	x	3.3	9.1	-2.6	70.8	-0.4
COc1ccc(C(C(=O)NC2CCCCC2)N(C(=O)c2sc(C)nc2C)c2ccccc2)cc1 (configuration not stated)	7.8	88.7	-2.5	4.9	2.5	-1.7	21.3	-9.4	93.0	-5.8
O=S(=O)(NCC(Nc1ccccc1)c1ccccc1)c1ccc(Cl)cc1 (configuration not stated)	5.2	80.7	-0.8	-1.5	x	0.4	4.9	-13.4	88.3	-5.4
Cc1ccc2c(n1)CC(C)(C)CC2=O	-9.7	98.2	1.4	0.2	-21.9	-13.3	0.5	-19.9	105.8	x
Cc1ccc(-c2cc(C(F)F)nc(NCc3cccs3)n2)cc1	-2.1	76.3	-0.6	2.4	14.4	6.5	15.4	-61.4	97.6	-6.7
COc1ccc(CCC(=O)Nc2ccc(-c3noc(-c4ccc(OC)c(OC)c4)n3)cc2)cc1	-2.8	109.2	-0.2	-1.3	-9.0	-9.4	8.8	-60.4	99.8	1.0
NC(=O)N/N=C/c1cc(Br)ccc1OC(=O)c1ccccc1	7.8	86.5	-1.6	-2.4	x	-1.9	8.4	-48.2	87.3	4.0
C[C@H](N)c1nnc(SCC(=O)c2ccc(Cl)cc2)o1	-9.7	99.1	-0.4	0.3	-3.4	1.8	3.4	-25.9	102.3	2.8
CCc1ccc(OC(C)c2nnc(SCC(=O)Nc3ncccc3C)n2C)cc1 (configuration not stated)	-12.2	94.7	-0.5	2.1	4.8	1.7	6.3	-16.8	89.0	-8.7
O=C(Cn1nnc(-c2cccc(C(F)(F)F)c2)n1)N1CCCCCC1	-2.2	92.3	-0.2	5.1	16.2	7.6	8.2	-40.7	95.0	-0.6
Cc1nn(Cc2ccccc2)c(C)c1NC(=O)c1cc2nc(-c3ccco3)cc(C(F)(F)F)n2n1	-16.7	72.1	-0.2	4.7	8.6	-9.1	23.8	-48.9	75.7	-2.0
